Assay outcomes from PubChem.
eLon inh – inhibitors of E. coli Lon protease, primary screen, biochemical, fluorescence polarization; purified E. coli Lon protease; inhibition, % at 7.94 µM; hit rate 0.42% among 360,000; in the data active = inhibition above about 13%, passing the limit was not always enough;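 note: 0% = enzyme with probe and DMSO and 100% = no enzyme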
Rin1 Abl inh – inhibitors of Rin1-Abl protein binding, primary screen, biochemical, TR-FRET | hit rate 0.4% among 360,000 | inhibition, % at 7.35 µM | Tyrosine-protein kinase ABL1 (Homo sapiens) + Ras and Rab interactor 1 (Homo sapiens), … | AID 588664, 2011; in the data active = inhibition above about 5%, passing the limit was not always enough
MLLE-PAM2 inh – inhibitors of PABP1 MLLE–PAM2 peptide binding, primary screen, biochemical, fluorescence polarization, FITC-PAM2, GST-MLLE; inhibition, % at 20 µM; hit rate 0.36% among 360,000; AID 588489, 2011; in the data active = inhibition above about 35%, passing the limit was not always enough;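 note: plate controls were DMSO wells with GST-MLLE for no effect and wells lacking GST-MLLE protein for full effect; some results filed as inactive read as strong as hits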
CSN inh – inhibitors of CSN-mediated cullin deneddylation, primary screen, biochemical, fluorescence polarization, uHTS | COP9 signalosome complex subunit 5 (Homo sapiens), Q92905 | Purified CSN, SCF-Nedd8-OG deneddylation | inhibition, % at 12.5 µM | hit rate 0.38% among 360,000 | AID 651999, 2013;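 active = pattern-corrected inhibition above about 35%, with an unprinted fluorescence ratio check between 0.5 and 1.5, limit read from the data, passing the limit was not always enough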;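 note: 0% = enzyme with substrate and 100% = substrate without enzyme; some results filed as inactive read as strong as hits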
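assay system = purified human Csn5 enzyme expressed in HEK293T cells | amount = 0.24 nM enzyme | buffer or medium = Tris/NaCl/DTT buffer, pH 7.5 | reagent = 10 nM SCFSkp2-Nedd8OG | compound = one concentration, 12.5 µM, 0.25% DMSO | times = 90 min reaction at room temperature | signal = FP | read-out basis = % inhibition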
Rpn11 inh – Rpn11 (PSMD14) deubiquitinase inhibitors, primary screen, biochemical, fluorescence polarization, uHTS | human 26S proteasome, Ub4-pepOG fluorescence polarization; 20S core pre-blocked with epoxomicin | AID 588493, 2011 | hit rate 0.59% among 360,000 | 26S proteasome non-ATPase regulatory subunit 14 (Homo sapiens), O00487 | calls only at 20 µM;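 active = inhibition at 20 µM, scaled to each plate's controls, above about 33%, limit read from the data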
MsrA inhibitor – bovine MsrA enzyme inhibitors, primary screen, biochemical, absorbance, HTS. purified bovine MsrA, absorbance read-out. inhibition, % at 15.5 µM. Methionine sulfoxide reductase A (Bos taurus). hit rate 0.75% among 360,000. AID 651718, 2012; in the data active = inhibition above about 4.5%;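 note: 0% = vehicle wells with enzyme and 100% = reference inhibitor wells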
MT1-MMP act inh – blockers of MT1-MMP proenzyme processing, primary screen, HT1080 RFP-PRO-GFP cells, GFP/RFP fluorescence; GFP/RFP ratio fluorescence, overnight; percent of plate control window, DMSO zero; GFP/RFP ratio change, % at 20 µM; hit rate 0.061% among 360,000; AID 651647, 2012;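 active = GFP/RFP ratio change of at least 30% with cell ATP level not reduced by more than half and red fluorescence within 50% of control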; note: strong numbers were not always called active
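system = RFP-PRO-GFP reporter HT1080 cells | dosing = 20 µM single dose, 1% DMSO | timing = overnight cell settling, then overnight compound exposure, 37 °C, 5% CO2 | read-out basis = GFP/RFP fluorescence ratio | controls = DMSO and RFP-L50D-GFP cell wells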
MsrA act – bovine MsrA enzyme activators, primary screen, biochemical, absorbance, HTS. AID 602163, 2012. purified bovine MsrA, absorbance read-out. Methionine sulfoxide reductase A (Bos taurus). activation, % at 10.6 µM. hit rate 0.3% among 360,000; in the data active = activation above about 7.5%;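 note: 0% = vehicle and 100% = reference activator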
FAS-TE inh – FAS thioesterase domain inhibitors, primary screen, biochemical, fluorescence intensity, uHTS. Fatty acid synthase (Homo sapiens), P49327. recombinant FAS-TE, OMFH fluorogenic substrate, fluorescence endpoint. inhibition, % at 15 µM. hit rate 0.67% among 360,000;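 active = compounds whose normalised, plate-corrected inhibition of enzyme fluorescence in the single-dose primary screen is 50% or more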;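 note: 0% = DMSO with enzyme and 100% = substrate without enzyme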
An asterisk follows results filed as active.

`Cc1cccc(N2CC(C(=O)Nc3ccc(N4CCOCC4)cc3)CC2=O)c1C` (stereo not given) gave eLon inh 0.2, Rin1 Abl inh 0.0, MLLE-PAM2 inh -13.9, CSN inh -2.0, Rpn11 inh inactive, MsrA inhibitor -0.8, MT1-MMP act inh -2.4, MsrA act -1.4 and FAS-TE inh -7.0.
Screening Cc1[nH]nc2c1C1(CCC3(CC1)OCCO3)C(C#N)=C(N)O2 returned eLon inh -7.4, Rin1 Abl inh 1.9, MLLE-PAM2 inh -0.1, CSN inh -1.1, Rpn11 inh inactive, MsrA inhibitor -0.9, MT1-MMP act inh 0.9, MsrA act -0.1 and FAS-TE inh -5.9.
Screening O=C(COC(=O)C1CCN(C(=O)c2ccc(Cl)cc2)CC1)Nc1ccccc1F returned eLon inh -3.7, Rin1 Abl inh 4.3, MLLE-PAM2 inh 4.8, CSN inh -1.1, Rpn11 inh inactive, MsrA inhibitor 0.6, MT1-MMP act inh -2.7, MsrA act -0.9 and FAS-TE inh -3.2.
CC1CC(C)(C)NC(=S)N1CCC(=O)N1CCN(Cc2ccccc2)CC1 (stereo not given) was read as eLon inh 0.0, Rin1 Abl inh -0.9, MLLE-PAM2 inh -36.2, CSN inh 7.6, Rpn11 inh inactive, MsrA inhibitor -1.1, MT1-MMP act inh 0.6, MsrA act -3.1 and FAS-TE inh -4.4.
`COC(=O)c1c(-c2ccccc2)noc1-c1ccccc1` gave eLon inh -3.7, Rin1 Abl inh 1.1, MLLE-PAM2 inh 9.1, CSN inh -5.9, Rpn11 inh inactive, MsrA inhibitor -0.7, MT1-MMP act inh -3.1, MsrA act -1.0 and FAS-TE inh 21.9.
For Cc1ccc(NC(=O)COc2ccc(-n3cnnn3)cc2)cc1C the results were eLon inh -2.1, Rin1 Abl inh 1.5, MLLE-PAM2 inh 3.2, CSN inh -2.5, Rpn11 inh inactive, MsrA inhibitor 1.0, MT1-MMP act inh 12.2, MsrA act -1.9 and FAS-TE inh -1.2.
`COCCn1c(-c2ccc(Cl)cc2)cnc1SCC(=O)NCc1cccs1` gave eLon inh 11.4, Rin1 Abl inh -2.1, MLLE-PAM2 inh -24.2, CSN inh -0.7, Rpn11 inh inactive, MsrA inhibitor 0.8, MT1-MMP act inh -6.1, MsrA act -0.9 and FAS-TE inh -1.5.
For CCn1c(=S)[nH]c2nc3c(cc2c1=O)CCCC3 the results were eLon inh -8.1, Rin1 Abl inh -1.8, MLLE-PAM2 inh -51.5, CSN inh 0.7, Rpn11 inh inactive, MsrA inhibitor 0.4, MT1-MMP act inh 3.3, MsrA act -0.9 and FAS-TE inh -6.0.
`Clc1cccc(Cl)c1Cn1nnc(-c2cccs2)n1` gave eLon inh 0.1, Rin1 Abl inh -4.0, MLLE-PAM2 inh 10.4, CSN inh 0.5, Rpn11 inh inactive, MsrA inhibitor 0.3, MT1-MMP act inh 3.4, MsrA act -3.5 and FAS-TE inh -2.8.
Screening O=C(CSc1nc2ccccc2c(=O)[nH]1)c1ccc(O)c(O)c1 returned eLon inh -4.2, Rin1 Abl inh -2.4, MLLE-PAM2 inh 20.1, CSN inh 16.2, Rpn11 inh inactive, MsrA inhibitor 1.9, MT1-MMP act inh 12.3, MsrA act -5.5 and FAS-TE inh -5.0.
COc1ccc(C2(C)CC(=O)NC2=O)cc1 (stereo not given) was read as eLon inh -4.7, Rin1 Abl inh 3.5, MLLE-PAM2 inh -8.7, CSN inh -0.3, Rpn11 inh inactive, MsrA inhibitor 0.5, MT1-MMP act inh -0.4, MsrA act -2.8 and FAS-TE inh -4.6.
For O=C(CNC(=S)N(Cc1ccccc1)Cc1ccccc1F)NCc1ccccc1 the results were eLon inh 4.6, Rin1 Abl inh -3.5, MLLE-PAM2 inh -142.5, CSN inh -1.1, Rpn11 inh inactive, MsrA inhibitor -1.7, MT1-MMP act inh -5.1, MsrA act -8.9 and FAS-TE inh 20.3.
For COc1cccc(NC(=O)c2ccc3c(c2)OCCO3)c1 the results were eLon inh -0.5, Rin1 Abl inh -1.7, MLLE-PAM2 inh 6.8, CSN inh 0.0, Rpn11 inh inactive, MsrA inhibitor 0.7, MT1-MMP act inh 3.0, MsrA act -2.4 and FAS-TE inh -0.1.
Screening CCOc1ccc(NC(=O)CSc2nc(NS(=O)(=O)c3ccc(C)cc3)cc(=O)[nH]2)cc1 returned eLon inh -6.0, Rin1 Abl inh 1.5, MLLE-PAM2 inh 6.2, CSN inh 0.0, Rpn11 inh inactive, MsrA inhibitor -1.1, MT1-MMP act inh 5.2, MsrA act -2.8 and FAS-TE inh 6.1.
`CC(C)C#Cc1ccc2c(c1)O[C@@H](CN(C)S(=O)(=O)c1cn(C)cn1)[C@@H](C)CN([C@H](C)CO)S2(=O)=O` gave eLon inh -3.8, Rin1 Abl inh -2.6, MLLE-PAM2 inh -6.7, CSN inh 0.1, Rpn11 inh inactive, MsrA inhibitor -1.3, MT1-MMP act inh -0.9, MsrA act 2.1 and FAS-TE inh -1.1.
`COC(=O)c1ccccc1NC(=O)Cn1c(=O)n(CCC(=O)NC2CCN(Cc3ccccc3)CC2)c(=O)c2ccccc21` gave eLon inh -3.4, Rin1 Abl inh 0.4, MLLE-PAM2 inh 10.3, CSN inh 5.7, Rpn11 inh inactive, MsrA inhibitor -0.4, MT1-MMP act inh 3.7, MsrA act -1.1 and FAS-TE inh 2.3.
Screening CCCCN(CCCC)c1nc2ccccc2nc1C(C#N)C(=O)NCCCOC (stereo not given) returned eLon inh 14.5, Rin1 Abl inh -6.0, MLLE-PAM2 inh 87.6, CSN inh 98.8*, MsrA inhibitor -0.6, MT1-MMP act inh -2.6, MsrA act -0.6 and FAS-TE inh -224.9.
`COc1ccc(NC(=O)CN(C)C(=O)c2cccc(S(=O)(=O)N3CCN(c4ccc(F)cc4)CC3)c2)cc1` gave eLon inh -13.2, Rin1 Abl inh 0.6, MLLE-PAM2 inh -8.4, CSN inh -0.6, Rpn11 inh inactive, MsrA inhibitor 0.5, MT1-MMP act inh -8.5, MsrA act -4.5 and FAS-TE inh 9.4.
CN1CCN(S(=O)(=O)c2ccc(NC(=O)c3ccccc3F)cc2)CC1 was read as eLon inh 7.3, Rin1 Abl inh -0.8, MLLE-PAM2 inh 11.4, CSN inh 2.3, Rpn11 inh inactive, MsrA inhibitor -0.5, MT1-MMP act inh 2.6, MsrA act 0.1 and FAS-TE inh -6.4.
Cc1cc(C)n(C(=O)c2ccccc2[N+](=O)[O-])n1 was read as eLon inh 3.6, Rin1 Abl inh 1.8, MLLE-PAM2 inh 22.4, CSN inh -10.4, Rpn11 inh inactive, MsrA inhibitor 1.7, MT1-MMP act inh -5.0, MsrA act -9.4 and FAS-TE inh -7.4.
For CS(=O)(=O)c1ccccc1C(=O)NCCC(c1ccccc1)c1ccccc1 the results were eLon inh 2.6, Rin1 Abl inh 1.4, MLLE-PAM2 inh -12.8, CSN inh 3.5, Rpn11 inh inactive, MsrA inhibitor 0.6, MT1-MMP act inh -6.4, MsrA act -12.8 and FAS-TE inh -0.7.
`CCOc1cc(C(N)=O)cc(Cl)c1OCC` gave eLon inh 7.0, Rin1 Abl inh 0.6, MLLE-PAM2 inh 0.6, CSN inh 1.5, Rpn11 inh inactive, MsrA inhibitor -0.2, MT1-MMP act inh -5.3, MsrA act -2.1 and FAS-TE inh -4.4.
For COc1cc(/C=N/NC(=O)CCN2CCN(Cc3ccccc3)CC2)cc(OC)c1OC the results were eLon inh 1.1, Rin1 Abl inh 1.8, MLLE-PAM2 inh 1.7, CSN inh 0.2, Rpn11 inh inactive, MsrA inhibitor -0.9, MT1-MMP act inh 2.9, MsrA act -3.6 and FAS-TE inh -3.8.
Screening Cc1ccc(-c2ccc(S(=O)(=O)N3CCCC3)cc2)cc1 returned eLon inh -4.1, Rin1 Abl inh -1.2, MLLE-PAM2 inh 2.5, CSN inh 6.8, Rpn11 inh inactive, MsrA inhibitor 0.2, MT1-MMP act inh 1.5, MsrA act -3.4 and FAS-TE inh 2.0.
`Cc1ccc(C(C#N)=Cc2ccc3c(c2)OCO3)cc1` gave eLon inh -11.2, Rin1 Abl inh -3.3, MLLE-PAM2 inh -9.2, CSN inh 5.7, Rpn11 inh inactive, MsrA inhibitor 0.4, MT1-MMP act inh -2.3, MsrA act -10.5 and FAS-TE inh 24.3.
For COc1ccc(NS(=O)(=O)c2cc(NC(=O)c3cnccn3)ccc2N2CCCC2)cc1 the results were eLon inh -1.5, Rin1 Abl inh -1.8, MLLE-PAM2 inh -2.9, CSN inh -4.9, Rpn11 inh inactive, MsrA inhibitor -0.8, MT1-MMP act inh -1.5, MsrA act -1.7 and FAS-TE inh 0.7.
NC(=O)c1sc(=S)n(-c2ccc(Br)cc2)c1N was read as eLon inh 6.0, Rin1 Abl inh -2.7, MLLE-PAM2 inh 19.8, CSN inh -3.1, Rpn11 inh inactive, MsrA inhibitor 1.4, MT1-MMP act inh 0.9, MsrA act -2.9 and FAS-TE inh 8.9.
COC(=O)c1ccc(CSc2nnc(-c3c[nH]c4ccccc34)n2C)o1 was read as eLon inh -3.2, Rin1 Abl inh 25.6*, MLLE-PAM2 inh -15.0, CSN inh -3.1, Rpn11 inh inactive, MsrA inhibitor -0.7, MT1-MMP act inh 2.0, MsrA act 1.2 and FAS-TE inh -4.1.
`Cc1ccc(NC(=O)CCOc2ccccc2)cc1` gave eLon inh -14.6, Rin1 Abl inh 2.0, MLLE-PAM2 inh -1.3, CSN inh -0.9, Rpn11 inh inactive, MsrA inhibitor 0.0, MT1-MMP act inh 1.3, MsrA act -1.0 and FAS-TE inh -6.2.
`COc1ccccc1OCC(=O)OCC(=O)Nc1ncc(Cl)cc1Cl` gave eLon inh 9.2, Rin1 Abl inh 1.5, MLLE-PAM2 inh -2.0, CSN inh 1.9, Rpn11 inh inactive, MsrA inhibitor 0.4, MT1-MMP act inh 8.9, MsrA act -2.3 and FAS-TE inh -6.7.
Screening CO/N=C(\CCC(=O)O)c1cccs1 returned eLon inh -7.5, Rin1 Abl inh -3.0, MLLE-PAM2 inh -6.6, CSN inh 0.8, Rpn11 inh inactive, MsrA inhibitor -1.4, MT1-MMP act inh -1.4, MsrA act -5.9 and FAS-TE inh -8.3.
Cn1c(=O)c2ccccc2n(Cc2ccccc2Cl)c1=O was read as eLon inh 4.2, Rin1 Abl inh 0.6, MLLE-PAM2 inh -13.2, CSN inh -5.0, Rpn11 inh inactive, MsrA inhibitor -0.8, MT1-MMP act inh 1.7, MsrA act -10.4 and FAS-TE inh 5.6.
